Source: PubChem
NCI-60 one-dose screen, 48 h, at 10 µM unless noted. Numbers give growth in % (100 = growth as untreated, 0 = no growth, -100 = all killed).
OVCAR-8 – OVCAR-8 ovarian cancer. 4.4% of 81,000 active
TK-10 – TK-10 renal cancer cells | 3.9% of 81,000 active
RXF 393 – RXF 393 renal cancer cells; AID 1794773; 6.9% of 77,000 active
A498 – A498 renal cancer cells; AID 1794774; 5.4% of 76,000 active
OVCAR-3 – OVCAR-3 ovarian cancer | AID 1794787 | 7% of 79,000 active
CAKI-1 – CAKI-1 renal cancer; 4.7% of 75,000 active; AID 1794772
OVCAR-5 – OVCAR-5 ovarian cancer | AID 1794783 | 2.9% of 82,000 active
ACHN – ACHN renal cancer | 4.9% of 81,000 active | AID 1794771
The depositor's hits bear a star; . = no result given. The calls were made as follows: active = growth percent below 10; inactive = the rest. Not all compounds are listed, so the mix of outcomes need not match the whole.

smiles	OVCAR-8	TK-10	RXF 393	A498	OVCAR-3	CAKI-1	OVCAR-5	ACHN
CCn1nc(-c2ccccn2)c2cccnc2c1=S	79.5	89.9	109.6	99.2	15.4	86.6	97.0	89.4
O=C(/C=C/Nc1cc(-c2ccccc2)nn1-c1ccccc1)c1ccc(F)cc1	101.6	86.9	93.3	81.2	110.5	91.9	98.5	95.6
NC(Cc1ccccc1)C(=O)O (stereo not drawn)	104.8	108.4	117.6	111.9	107.9	105.4	86.4	108.7
Cc1ccc(NC(=O)c2ccc3c(c2)nc(-c2cc4ccccc4[nH]c2=O)n3-c2cc(C(C)(C)C)[nH]n2)cc1	84.5	77.3	69.0	63.9	97.0	68.1	98.5	75.1
Cc1cc(NS(=O)(=O)c2ccc(N=Nc3c(N)nc(N)nc3N)cc2)nc(C)n1	100.1	.	105.1	97.6	114.2	94.6	102.6	99.6
CCc1nc(N)nc(N)n1	113.0	102.4	.	107.7	116.2	100.7	106.0	96.2
CC1(C)CCC(S(=O)(=O)c2ccc3c(c2)/C(=N\O)c2cc(S(=O)(=O)N4CCN(c5ccc(F)cc5O)CC4)ccc2-3)CC1	-71.7*	-82.0*	-90.0*	-65.3*	-83.4*	-76.1*	-69.3*	0.0*
NC(=O)[C@@H]1CC2CCC1C2 (stereo partly drawn)	107.7	120.2	109.5	87.9	93.4	.	95.0	102.1
COCCOCC(O)c1ccccc1 (stereo not drawn)	103.4	105.3	98.1	116.0	103.3	96.5	104.4	98.0
C=C1C(=O)C2CCC1C2 (stereo not drawn)	108.6	108.8	111.7	93.7	95.2	100.6	101.5	111.9
CCC(C)NCC(O)(c1ccc(Cl)cc1)c1ccc(Cl)cc1 (stereo not drawn)	95.1	98.8	111.5	86.8	85.4	89.3	109.1	98.7
O=C(COc1ccc(Cl)cc1)N1N=C(c2ccc(Cl)cc2)CC1(O)c1cc(F)c(Cl)cc1Cl (stereo not drawn)	105.6	128.1	128.6	133.3	.	.	90.7	112.1
CC1S/C(=N/NC(=O)Cc2csc3nc(-c4ccc(Br)cc4)cn23)N(C2CCCCC2)C1=O (stereo not drawn)	64.1	75.3	84.5	72.4	97.0	87.3	103.9	101.1
Cc1c(OCC(F)(F)F)ccnc1CNc1ccc(C2=CC(c3ccccc3O)N=C(N)N2)cc1 (stereo not drawn)	109.2	104.0	116.0	75.8	102.0	88.7	101.3	103.6
Cc1c(C(=O)C2CC2c2ccccc2)nnn1-c1ccccc1 (stereo not drawn)	92.0	93.0	107.1	61.9	103.6	91.4	103.4	100.8
CN1C(=O)/C(=C/c2nc(-c3ccccc3)n3ccccc23)c2ccccc21	75.8	87.9	75.6	108.6	91.1	78.8	103.0	87.3
Cc1ccc(NC(=O)CSc2nc3ccc([N+](=O)[O-])cc3[nH]2)cc1	88.2	112.7	104.4	74.9	91.1	71.3	106.1	93.4
O=C(O)CCc1nc2c(=O)[nH]c(SCC(=O)Nc3cccc(F)c3)nc2[nH]c1=O	107.4	85.8	106.4	97.7	110.9	91.1	97.6	106.3
COc1cc(C2C(C(C)=O)=C(C)NC(C)=C2C(C)=O)cc(Br)c1O	104.8	111.6	107.6	82.8	111.6	92.7	99.9	103.6
Cc1cc(NCc2cn(-c3ccc(C(=O)O)cc3)nc2-c2ccc(C(=O)O)cc2)ccc1F	98.4	89.3	140.6	59.7	106.5	86.4	90.7	99.3

Retrieved by compound from the entries so far, 4 records:
smiles	OVCAR-8	TK-10	RXF 393	A498	OVCAR-3	CAKI-1	OVCAR-5	ACHN
NC(=O)[C@@H]1CC2CCC1C2 (stereo partly drawn)	107.7	120.2	109.5	87.9	93.4	.	95.0	102.1
Cc1c(C(=O)C2CC2c2ccccc2)nnn1-c1ccccc1 (stereo not drawn)	92.0	93.0	107.1	61.9	103.6	91.4	103.4	100.8
CN1C(=O)/C(=C/c2nc(-c3ccccc3)n3ccccc23)c2ccccc21	75.8	87.9	75.6	108.6	91.1	78.8	103.0	87.3
Cc1c(OCC(F)(F)F)ccnc1CNc1ccc(C2=CC(c3ccccc3O)N=C(N)N2)cc1 (stereo not drawn)	109.2	104.0	116.0	75.8	102.0	88.7	101.3	103.6

Continuation.
smiles	OVCAR-8	TK-10	RXF 393	A498	OVCAR-3	CAKI-1	OVCAR-5	ACHN
COc1ccc2cc([C@H](C)C(=O)OC3CC(C)(C)N([O])C(C)(C)C3)ccc2c1	101.3	110.8	105.9	87.1	108.5	86.7	95.8	103.7
COc1ccc(-c2cnc3ccnn3c2-c2cc(OC)c(OC)c(OC)c2)cc1	47.0	59.6	1.8*	-5.6*	-37.9*	46.5	66.1	47.3
CC(C)C(NC(=O)CNC(=O)CN)C(=O)O (stereo not drawn)	110.7	118.9	134.2	106.1	110.6	94.5	112.0	101.1
OCCNc1ccccc1	101.8	100.8	109.4	99.1	104.9	96.7	107.2	108.0
CO/N=C(/C)c1ccc(NC(=O)CSc2nnc(-c3cnccn3)n2-c2ccccc2)cc1	82.6	.	100.6	93.7	116.8	96.0	86.5	96.4
COc1ccc(-c2nc(N)ncc2-c2ccc(Cl)cc2)c(O)c1	86.2	104.8	.	87.8	107.6	88.8	97.0	81.0
CN(C)c1ccc(/C=C/c2ccc3ccccc3n2)cc1	104.5	132.3	125.2	93.7	.	.	98.9	87.7
Nc1nc(Nc2ccccc2SSc2ccccc2Nc2nc(N)nc(C(Cl)(Cl)Cl)n2)nc(C(Cl)(Cl)Cl)n1	47.9	116.5	67.2	.	64.6	52.2	82.0	-25.3*
Clc1ccc(CSc2ccnc(SCc3ccc(Cl)cc3Cl)n2)c(Cl)c1	107.2	106.3	118.4	132.8	114.7	126.6	120.0	105.7
COc1ccc(-c2nc(-c3ccc(Cl)cc3)cn3c2nc2ccccc23)cc1	78.9	107.6	101.8	83.4	100.5	92.5	83.0	102.0
CCCC(C)C1CCC(OC(C)=O)CC1 (stereo not drawn)	103.2	102.0	98.0	91.9	99.9	96.5	93.3	104.1
O=[N+]([O-])c1ccccc1NC1CCN(Cc2ccccc2)CC1	102.9	110.6	115.2	.	109.2	.	87.3	107.1
O=C(O)c1ccnc(Cl)c1	107.9	79.4	115.9	138.2	103.4	.	102.0	.
CN1CCN(CCNc2nccc(-c3c(-c4cccc(O)c4)nc4sccn34)n2)S1(=O)=O	73.3	94.1	39.2	119.1	81.5	61.8	68.6	37.4
C=CCC1CCC/C1=N\O (stereo not drawn)	105.2	96.0	98.9	103.3	110.4	101.0	.	113.4
Nc1cc(=O)[nH]c(SCC(=O)Nc2nc(-c3ccc(Cl)cc3)cs2)n1	103.1	110.8	132.8	106.3	108.0	92.4	124.4	107.4
COc1ccc(C(=O)c2c(C)oc3ccccc3c2=O)cc1	106.5	91.3	101.2	105.5	112.2	102.7	93.0	99.8
CC1OC(C)(Cc2ccccc2)OC1C (stereo not drawn)	109.0	97.0	113.5	86.7	105.8	97.8	94.4	105.0
COc1ccc(Nc2ncccc2NC(=O)c2cn(Cc3ccc(F)cc3)nn2)c(OC)c1	100.3	96.5	93.8	79.6	103.4	89.6	95.6	102.4
COc1ccc(-c2cnc3ncnn3c2-c2cc(OC)c(OC)c(OC)c2)cc1	103.4	121.5	102.2	86.1	108.7	101.9	98.5	100.1
CCOC(=O)c1c(C)[nH]c(C)c(C(=O)OCC)c1=O	102.4	108.6	99.6	97.7	113.9	88.7	104.6	102.0
CC(Nc1c(C#N)cnc2ccc(-c3cncc(-c4n[nH]c(=O)o4)c3)cc12)c1ccccc1 (stereo not drawn)	18.1	-23.8*	-24.0*	-6.1*	4.0*	4.0*	26.0	9.2*
COc1ccc(C2NC(=O)C(Cl)c3c2sc2c(F)cccc32)cc1 (stereo not drawn)	97.1	138.2	93.0	88.9	99.4	82.3	113.0	103.2
Cc1ccc(-n2nnc(-c3nc4ccccc4c(=O)[nH]3)c2N)cc1	92.4	98.6	115.0	93.0	102.7	103.6	103.9	99.7
O=C(O)COc1ccc(OCC(=O)O)cc1	13.0	20.6	24.7	-14.2*	16.7	90.7	11.0	30.1
[2H]C1NC([2H])C([2H])(c2ccc(-n3cc4cccc(C(N)=O)c4n3)cc2)C([2H])C1[2H] (stereo not drawn)	84.7	102.7	107.3	83.2	97.7	.	89.7	72.4
COc1ccc(/C=c2\c(=O)n(-c3ccccc3)c3nn4c(n23)=NNC42CCCCC2)cc1	95.1	158.7	110.0	93.4	95.9	85.6	113.4	90.5
CC(=O)c1cccc(Nc2ncnc3ccc(NC(=O)c4ccco4)cc23)c1	92.1	99.6	80.6	82.4	.	.	90.4	87.1
O=C1CC(c2ccsc2)c2snc(-c3ccc(Cl)cc3)c2N1 (stereo not drawn)	40.8	53.8	25.4	24.2	-14.0*	26.6	47.7	53.0
CC1(C)C(C#N)(C#N)C1(C#N)C#N	104.0	134.4	106.6	95.9	109.1	91.0	110.7	109.4
N#CCCCCCCCCC(=O)O	102.3	93.7	114.7	106.8	111.0	100.9	100.2	105.9
COc1ccc2cc([C@@H]3C[C@H](Cl)CCO3)ccc2c1	97.5	96.2	116.0	68.6	97.4	.	100.6	.
C/C(CCC(=O)O)=N\Nc1nc2ccccc2s1	105.2	131.3	119.8	117.7	97.0	86.7	97.8	94.1
COc1ccc([N+](=O)[O-])cc1NS(=O)(=O)c1ccc(Cl)c([N+](=O)[O-])c1	.	115.1	.	113.5	106.8	72.6	110.6	104.6
CCCCCCCCCCCCCCCCCBr	106.3	108.3	109.4	64.1	114.5	97.2	100.2	101.8
CC1Cc2c(NCCO)ncnc2N(C)c2ccccc21 (stereo not drawn)	108.4	103.6	111.1	72.6	112.4	91.3	101.3	104.9
COc1cc(NC(=O)c2cccc(-c3cc(=O)c4c(OC)c(OC)c(OC)cc4o3)c2)cc(OC)c1OC	30.9	69.4	53.2	57.4	40.8	40.6	86.0	56.7
CCCCNC(=O)Oc1ccc(/C(=C(/CC)Cc2ccccc2)c2ccc(OCCCN(C)C)cc2)cc1	87.0	91.9	70.7	76.2	85.2	.	85.6	92.5
Cc1ccc(Nc2nc(-c3ccc(O)cc3)nc3n[nH]c(Nc4ccccc4)c23)cc1	58.7	63.5	72.2	53.9	57.5	35.4	118.6	48.0
N#CCC(=O)Nc1ncc(Cc2ccc(Cl)cc2)s1	80.7	77.9	124.6	104.0	106.6	45.2	76.2	43.4

Filtered by structure, the entries above containing a thiophene ring, fused or not
smiles	OVCAR-8	TK-10	RXF 393	A498	OVCAR-3	CAKI-1	OVCAR-5	ACHN
COc1ccc(C2NC(=O)C(Cl)c3c2sc2c(F)cccc32)cc1 (stereo not drawn)	97.1	138.2	93.0	88.9	99.4	82.3	113.0	103.2
O=C1CC(c2ccsc2)c2snc(-c3ccc(Cl)cc3)c2N1 (stereo not drawn)	40.8	53.8	25.4	24.2	-14.0*	26.6	47.7	53.0

Some of the entries so far, with each value named:
COc1ccc2cc([C@@H]3C[C@H](Cl)CCO3)ccc2c1
- OVCAR-8: 97.5
- TK-10: 96.2
- RXF 393: 116.0
- A498: 68.6
- OVCAR-3: 97.4
- CAKI-1: .
- OVCAR-5: 100.6
- ACHN: .
C/C(CCC(=O)O)=N\Nc1nc2ccccc2s1
- OVCAR-8: 105.2
- TK-10: 131.3
- RXF 393: 119.8
- A498: 117.7
- OVCAR-3: 97.0
- CAKI-1: 86.7
- OVCAR-5: 97.8
- ACHN: 94.1

(further entries)
smiles	OVCAR-8	TK-10	RXF 393	A498	OVCAR-3	CAKI-1	OVCAR-5	ACHN
O/N=C1/CCCC2CCCCC12 (stereo not drawn)	119.0	118.7	114.8	.	118.2	114.0	110.5	106.9
O=C(O)c1cn(C2CC2)c2cc(N3CCN(C(=O)N4CCOCC4)CC3)c(F)cc2c1=O	103.6	93.2	94.6	116.9	109.1	96.5	104.4	100.4
CCCCNCCC(O)c1cc2ccc(C(F)(F)F)cc2c2cc(C(F)(F)F)ccc12 (stereo not drawn)	-77.3*	-91.8*	-90.8*	-6.8*	-84.8*	-74.7*	-79.9*	-82.8*
CC(=O)/C(=C/c1ccc(Br)cc1)C(=O)c1ccccc1	63.7	.	.	91.6	81.9	80.2	86.6	56.1
Cn1nc(N)c(C(=O)NN)c1Nc1ccccc1	103.0	97.3	107.3	104.7	.	102.6	96.8	96.1
Nc1nc(Nc2ccccc2Cl)c2c(n1)-c1ccoc1CC2	90.5	97.0	115.2	99.1	108.4	.	98.4	101.7
CCC1=NC(CC)(CC)SC1C (stereo not drawn)	107.8	96.3	113.9	88.4	104.4	92.8	108.2	112.7
NS(=O)(=O)c1ccc(-n2cc(/C=C/C(=O)c3ccccc3Cl)c(-c3ccc(OCc4ccccc4)cc3)n2)cc1	105.5	87.9	113.7	94.3	104.0	67.6	90.3	82.3
CN=C(NC)c1ccc(CN2CCN(Cc3ccc(C(=NC)NC)cc3)CC2)cc1	96.1	85.8	109.4	105.5	98.5	97.1	110.4	103.7
O=C1NC(=O)C2(CC(C(=O)N(CCO)CCO)Oc3ccc(F)cc32)N1 (stereo not drawn)	105.7	100.9	112.3	106.6	105.2	96.2	101.4	106.2
CC1=CC(C)(C)NC(=S)N1c1ccc2ccccc2c1	102.2	102.5	123.5	.	92.5	96.9	106.6	98.5
COc1cc(CNC(=O)Cc2ccccc2)ccc1OCc1cn(-c2cccc([N+](=O)[O-])c2)nn1	94.7	109.4	105.0	.	103.1	89.4	108.0	100.3
CC(Nc1ccc([N+](=O)[O-])cc1[N+](=O)[O-])c1ccccc1 (stereo not drawn)	92.7	81.3	97.7	.	94.9	89.4	85.8	99.6
CC1CC(C)C(C)C(C)(CN(C)C)C1 (stereo not drawn)	97.9	106.1	157.0	97.0	110.8	98.5	97.5	91.7
COC(=O)c1ccc(CSc2nnc(-c3c(C)nc4ccc(Br)cn34)o2)cc1	96.4	122.5	127.9	78.2	119.5	89.7	110.5	101.1
NNC(=O)CCCCl	103.7	110.5	96.6	116.8	104.2	106.9	.	114.0
